CHO parental Ca: ATP-evoked calcium signal inhibitors, parental CHO, primary screen, counter-screen for OX1R antagonist project, cell-based, fluorescence, Fluo-8 calcium dye; AID 463079, 2010; inhibition, % at 5.6 µM; actives 0.63% (n = 330,000); parental CHO-K1, ATP-induced calcium, Fluo-8 fluorescence;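 active = inhibition above that plate's mean sample inhibition plus 3 SD, cut at about 26% in these data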;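 also: 0% = ATP-challenged DMSO wells and 100% = DMSO wells without ATP; some compounds past the cut are filed as inactive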
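Assay system – parental CHO cells · Reagent – ATP stimulus · Detection – intracellular calcium via Fluo-8 no-wash fluorescent dye · Evaluation – percent inhibition of ATP-evoked calcium rise, normalized to controls · Controls – ATP wells versus no-ATP DMSO wells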
M1 ag: human M1 muscarinic receptor agonists, primary screen, Fluo-8 calcium fluorescence, CHO-K1 cells, HTS | Muscarinic acetylcholine receptor M1 (Homo sapiens), P11229 | CHO-K1 hM1, agonist mode; 0% DMSO, 100% acetylcholine EC100 | activation, % at 3 µM | actives 0.33% (n = 360,000) | AID 588814, 2011;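 active = activation above the run's mean compound activation plus 3 SD, cut at about 16% in these data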;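 also: peak over basal fluorescence ratio within a 140 s kinetic read after compound addition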
Target sequence (P11229 whole entry, looked up): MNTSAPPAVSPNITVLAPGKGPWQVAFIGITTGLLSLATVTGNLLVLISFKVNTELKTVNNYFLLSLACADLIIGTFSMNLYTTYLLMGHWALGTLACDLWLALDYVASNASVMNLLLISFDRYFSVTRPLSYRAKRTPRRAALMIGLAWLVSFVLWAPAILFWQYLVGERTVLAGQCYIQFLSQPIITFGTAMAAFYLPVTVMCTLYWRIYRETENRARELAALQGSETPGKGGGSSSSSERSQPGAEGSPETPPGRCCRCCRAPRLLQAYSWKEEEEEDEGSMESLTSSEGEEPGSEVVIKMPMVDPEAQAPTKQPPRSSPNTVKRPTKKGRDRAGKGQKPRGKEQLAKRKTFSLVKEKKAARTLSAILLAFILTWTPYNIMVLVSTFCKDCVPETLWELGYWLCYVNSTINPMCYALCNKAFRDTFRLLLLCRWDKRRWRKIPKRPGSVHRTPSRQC
CHRM1 PAM: human M1 muscarinic receptor positive allosteric modulators, primary screen, CHO-K1 cells, Fluo-8 calcium fluorescence, 1536-well | Muscarinic acetylcholine receptor M1 (Homo sapiens), P11229 | CHO-K1 hM1, ACh EC20; 0% = ACh EC20, 100% = maximal ACh | activation, % at 3 µM | actives 0.088% (n = 360,000); in the data active = activation above about 19%, passing the limit was not always enough
V1R ag counter: agonists of human V1a receptor, primary screen, counter-screen for OXTR agonist project, fluorescence, CHO-V1R cells | actives 0.25% (n = 320,000) | AID 2797, 2010 | Vasopressin V1a receptor (Homo sapiens), P37288 | Fluo-8 calcium fluorescence, agonist mode; 0% DMSO, 100% 3 nM vasopressin | activation, % at 3 µM;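 active = activation above the mean activation of all tested compounds plus 3 SD, per screening run, cut at about 20% in these data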;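 also: signal is peak over basal fluorescence ratio across a 100 second FLIPR read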
Target sequence (P37288 whole entry, looked up): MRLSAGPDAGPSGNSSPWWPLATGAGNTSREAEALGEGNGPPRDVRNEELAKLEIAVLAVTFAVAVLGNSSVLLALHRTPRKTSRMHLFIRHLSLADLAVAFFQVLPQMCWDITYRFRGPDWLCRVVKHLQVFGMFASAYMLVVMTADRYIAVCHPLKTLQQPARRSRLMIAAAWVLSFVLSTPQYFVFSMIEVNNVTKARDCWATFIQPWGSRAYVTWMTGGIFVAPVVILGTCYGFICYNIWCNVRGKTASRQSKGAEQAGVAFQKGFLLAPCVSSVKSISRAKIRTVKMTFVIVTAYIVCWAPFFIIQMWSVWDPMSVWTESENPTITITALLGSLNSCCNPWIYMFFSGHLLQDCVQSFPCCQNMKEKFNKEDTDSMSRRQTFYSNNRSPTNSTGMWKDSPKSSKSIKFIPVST
CHRM1 antagonist: human M1 muscarinic receptor antagonists, primary screen, CHO-K1 cells, Fluo-8 calcium fluorescence, 1536-well | AID 588852, 2011 | actives 1.3% (n = 360,000) | CHO-K1 hM1, ACh EC80 antagonist | Muscarinic acetylcholine receptor M1 (Homo sapiens), P11229 | inhibition, % at 3 µM;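 active = percent inhibition above its own plate's cutoff, namely the mean of that plate's compound wells plus 3 SD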;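 also: peak over basal fluorescence ratio during 140 s after agonist addition; 0% = ACh EC80 plus DMSO and 100% = DMSO alone without agonist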
OXTR ag: human OXTR agonists, primary screen, fluorescence, CHO-OTR cells, Fluo-8 calcium; Oxytocin receptor (Homo sapiens), P30559; Fluo-8 calcium fluorescence; normalized: DMSO 0%, oxytocin 100%; activation, % at 3 µM; actives 0.32% (n = 320,000); AID 2435, 2010;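 active = activation above the mean of all tested compounds plus 3 SD, cutoff set per screening run, cut at about 20% in these data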;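 also: peak over basal fluorescence ratio from a 100 s FLIPR kinetic read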
OXTR potentiator: human OXTR potentiators, primary screen, fluorescence, CHO-OTR cells, Fluo-8 calcium; Fluo-8 calcium fluorescence, potentiator mode; 0% = oxytocin EC15, 100% = EC100; activation, % at 3 µM; actives 0.061% (n = 320,000); AID 2445, 2010;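 active = activation above that plate's cutoff, the mean activation of tested compounds plus 3 SD, cut at about 6.6% in these data, passing the limit was not always enough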;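 also: 100% uses oxytocin at 75 nM as the full agonist control; some results filed as inactive read as strong as hits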
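System: human OTR in CHO cells; Also added: sub-maximal oxytocin, roughly EC15; Timing: compound 6 min at room temperature before oxytocin, 100 s read; Technique: Fluo-8 intracellular calcium fluorescence, ex 470-495, em 515-575 nm; Controls: oxytocin EC15 low and EC100 high; Replication: singlicate.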
TAAR1 agonist: human TAAR1 agonists, primary screen, Fluo-8 calcium fluorescence, CHO RD-HGA16 cells; vehicle wells 0%, saturating PEA agonist 100%; Trace amine-associated receptor 1 (Homo sapiens), Q96RJ0; activation, % at 3 µM; actives 0.99% (n = 360,000);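 active = activation above the mean activation of all test compounds in the run plus 3 SD, cut at about 38% in these data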
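System: CHO RD-HGA16 cells carrying human TAAR1 plus Gα16; Incubation: 17-24 h seeding, 75 min 37 °C dye, 30 min RT; Measured by: Fluo-8 fluorescence, 5 s baseline then 140 s kinetic read; Control set: DMSO and PEA EC100; Replication: single well for each compound.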
TAAR1 antagonist: human TAAR1 antagonists, primary screen, Fluo-8 calcium fluorescence, CHO RD-HGA16 cells. Trace amine-associated receptor 1 (Homo sapiens), Q96RJ0. AID 624466, 2012. antagonist. actives 1.5% (n = 360,000). inhibition, % at 3 µM;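 active = inhibition above a per-plate cutoff, the mean inhibition of test compounds on that plate plus 3 SD, cut at about 49% in these data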;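 also: 0% = DMSO plus EC80 beta-PEA response and 100% = DMSO alone without agonist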
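Test system: hTAAR1-expressing CHO RD-HGA16 cells, Gα16-coupled; Probe or stimulus: EC80 β-phenethylamine stimulus; Compound dosing: single nominal final test compound concentration of 3 µM; Timing: 140 s kinetic read after compound, 140 s after agonist; Signal: Fluo-8 calcium-sensitive fluorescence; Measure: % inhibition of agonist calcium response; Controls: DMSO and EC80 PEA controls.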
Starred values were filed as active, the others as inactive; x = no result given. Not all compounds are listed (hit frequency here may not be typical).

SMILES | CHO parental Ca | M1 ag | CHRM1 PAM | V1R ag counter | CHRM1 antagonist | OXTR ag | OXTR potentiator | TAAR1 agonist | TAAR1 antagonist
O=Cc1c(C(=O)O)n(Cc2ccc(Cl)cc2)c2ccccc12 | -0.2 | -0.8 | 1.3 | 2.1 | 0.7 | 0.0 | -1.6 | 0.4 | 2.6
OC1(c2ccc(F)cc2)CC2CCC(C1)N2Cc1nnnn1C1CCCCC1 (stereo not given) | -6.8 | 0.4 | 1.0 | 1.6 | 6.4 | 0.8 | -2.7 | 14.5 | -21.0
Cc1cccc(C)c1OP(N)(=O)Oc1c(C)cccc1C | -7.5 | -0.2 | 9.3 | 3.6 | -5.4 | 1.1 | -12.7 | 3.8 | 3.6
COC(=O)C1=C(c2cccc(OCc3ccccc3)c2)C[C@@H]2CC[C@H]1N2C(=O)NCCN1CCOCC1 | -18.7 | -13.4 | -13.5 | -0.9 | 10.8 | -0.5 | -5.1 | 0.4 | 0.8
CCCCCCN1CCN(c2ccccc2Cl)CC1 | -18.0 | -9.8 | -7.8 | 0.4 | 8.4 | -0.8 | -2.3 | 20.3 | -16.6
Oc1cccc(/C=N/NP(=S)(c2ccccc2)c2ccccc2)c1 | 0.6 | -3.3 | 1.6 | 0.9 | -0.3 | -0.3 | -5.5 | 5.8 | 6.9
NP(=O)(Oc1ccc(Cl)cc1)Oc1ccc(Cl)cc1 | -8.5 | -9.1 | -7.5 | 0.6 | 10.0 | -0.8 | -12.8 | 4.2 | 4.6
Cc1ccc(-n2c(O)c(C=Nc3ccc(Br)cn3)c(=O)[nH]c2=O)cc1 | -2.3 | -5.4 | 3.5 | 0.3 | -0.4 | -0.2 | -9.9 | 5.4 | -8.0
CCN(CC)CCN=C(C)c1c(O)n(-c2ccccc2OC)c(=O)[nH]c1=O | -13.1 | -0.8 | 9.1 | 1.6 | -13.4 | 1.6 | 3.4 | 10.5 | -4.5
O=C1CCC2(O)C3Cc4ccc(O)c5c4C2(CCN3Cc2ccoc2)C1O5 (stereo not given) | x | -4.4 | 10.2 | x | -19.4 | x | x | 4.4 | -20.5
Cc1ccc2c(c1)C1CN(C)CCC1N2C(=O)c1cccs1 (stereo not given) | -6.4 | -6.7 | 4.9 | 1.0 | -12.5 | -0.7 | -2.4 | 0.7 | -2.6
c1ccc(-c2nnc(C3CC(c4cccnc4)=NO3)o2)cc1 (stereo not given) | -10.9 | -1.2 | 4.3 | -0.2 | 3.0 | 0.0 | -1.7 | 0.4 | 3.4
CCNC(=O)NC(=O)C(C)OC(=O)c1c(C)nn(Cc2ccccc2Cl)c1Cl (stereo not given) | -16.6 | -4.7 | 6.7 | 1.3 | -9.8 | -1.9 | -10.2 | 4.2 | 2.3
Cc1ncoc1C(=O)NCC1=C(c2cccc3ccccc23)C[C@@H]2CC[C@H]1N2Cc1ccco1 | x | -8.1 | 5.5 | x | -8.8 | x | x | 1.5 | -21.0
O=[N+]([O-])c1cccc2c([As](=O)(O)O)cccc12 | 4.8 | 3.9 | 16.2 | 0.6 | -5.8 | -0.4 | -11.8 | 6.5 | 0.0
CSc1ccc(C(=O)C2CCCN(Cc3cccnc3)C2)cc1 (stereo not given) | -11.0 | -12.8 | -32.9 | 6.1 | 33.9* | 4.3 | -11.1 | 6.3 | -3.0
Cc1nn(Cc2ccccc2)c(C)c1C=C1C(=O)NC(=O)NC1=O | 12.3 | -9.0 | 8.5 | 1.2 | -2.9 | 0.9 | -4.2 | 1.6 | -19.2
O=C(COc1ccc2ccc(=O)oc2c1)N1CCC(C(=O)O)(c2ccccc2)CC1 | -8.8 | -2.9 | 0.7 | 1.0 | -2.1 | 0.5 | -1.4 | 0.1 | 14.2
S=P(Nn1cnnc1)(c1ccc(Br)cc1)c1ccc(Br)cc1 | -30.1 | 1.2 | 10.9 | 1.8 | -1.8 | 2.9 | -5.2 | 8.7 | -0.3
CC1(C)CC(=O)C(C=NCCN2CCN(C(=O)Cc3ccccc3)CC2)=C(O)C1 | -15.1 | -11.3 | -7.1 | 1.1 | 19.1 | -0.4 | 3.1 | 5.5 | -5.6

Exported tab-delimited: 4 of the compounds above.
Molecule	CHO parental Ca	M1 ag	CHRM1 PAM	V1R ag counter	CHRM1 antagonist	OXTR ag	OXTR potentiator	TAAR1 agonist	TAAR1 antagonist
CSc1ccc(C(=O)C2CCCN(Cc3cccnc3)C2)cc1 (stereo not given)	-11.0	-12.8	-32.9	6.1	33.9*	4.3	-11.1	6.3	-3.0
Cc1nn(Cc2ccccc2)c(C)c1C=C1C(=O)NC(=O)NC1=O	12.3	-9.0	8.5	1.2	-2.9	0.9	-4.2	1.6	-19.2
O=C(COc1ccc2ccc(=O)oc2c1)N1CCC(C(=O)O)(c2ccccc2)CC1	-8.8	-2.9	0.7	1.0	-2.1	0.5	-1.4	0.1	14.2
S=P(Nn1cnnc1)(c1ccc(Br)cc1)c1ccc(Br)cc1	-30.1	1.2	10.9	1.8	-1.8	2.9	-5.2	8.7	-0.3

Additional records follow.
SMILES | CHO parental Ca | M1 ag | CHRM1 PAM | V1R ag counter | CHRM1 antagonist | OXTR ag | OXTR potentiator | TAAR1 agonist | TAAR1 antagonist
O=[N+]([O-])c1ccc(N2CCCCCC2)c2ncccc12 | -13.0 | -11.0 | -8.8 | -0.3 | 11.7 | -2.1 | -6.1 | 2.5 | -7.8
O=c1[nH]c(=S)n(-c2cccc(Cl)c2)c(O)c1C=NCCN1CCNCC1 | -12.0 | -9.8 | -10.9 | -0.2 | 3.4 | -0.1 | -2.2 | -0.5 | -4.1
CN(C)/C=C(\C=[N+](C)C)c1[nH]ncc1[N+](=O)[O-] | -4.5 | -5.6 | -2.0 | 0.4 | 2.8 | 1.3 | 6.6 | 7.6 | -2.2
CN1CCN(c2ccc(NC(=O)C(C)(C)C)cc2)CC1 | 4.7 | -6.2 | 6.3 | 0.8 | -6.3 | 0.1 | -4.0 | 4.8 | 10.0
C[C@@H]1C(=O)O[C@H]2[C@H](O)[C@]34[C@@H]5OC(=O)[C@]3(OC3OC(=O)[C@H](O)C34[C@H](C(C)(C)C)[C@@H]5O)[C@@]12O (stereo not given in full) | x | 2.4 | 3.5 | x | -19.2 | x | x | 20.7 | -40.4
O=c1[nH]c(=S)n(C2CC2)c(O)c1/C=N/N1CCOCC1 | -2.4 | -0.8 | 6.5 | 0.7 | -6.2 | 0.4 | -7.5 | -0.2 | -9.7
COC1/C=C/C=C(\C)Cc2cc(O)c(Cl)c(c2)N(C)C(=O)CC(OC(=O)C(C)C)C2(C)OC2C(C)C2CC1(O)NC(=O)O2 (stereo not given) | x | 2.4 | 2.8 | x | -16.4 | x | x | -0.3 | 0.4
CC(C)NC(C)Cc1ccc(I)cc1 (stereo not given) | -10.8 | -7.0 | -13.2 | 0.8 | 4.3 | 1.8 | -3.6 | 2.2 | -5.1
CC(C)NC(=O)c1ccc(N2CC3CC(C2)c2cccc(=O)n2C3)c([N+](=O)[O-])c1 (stereo not given) | -6.8 | -4.8 | 4.0 | 0.1 | -4.9 | 1.1 | -2.1 | 1.5 | -21.6
C/C(=N\NC(=O)c1ccccc1)c1c(O)n(C2CCCCC2)c(=O)[nH]c1=O | -3.6 | -2.6 | 4.7 | 0.8 | -12.7 | -0.7 | -5.0 | -4.1 | -21.0
CC/C(=N\NC(N)=O)c1c(O)[nH]c(=O)[nH]c1=O | 0.2 | -1.6 | 2.0 | -1.5 | -5.8 | 0.5 | -3.5 | 2.4 | -36.5
CC1(C)CSC(Nc2ccc(F)c(Cl)c2)=N1 | -7.4 | -4.5 | -5.9 | 5.4 | 1.5 | 4.7 | -15.0 | 1.3 | -3.8
Cc1nc2ccccc2c(=O)n1-c1c(Cl)cccc1Cl | x | -2.2 | 7.0 | x | -12.3 | x | x | -2.0 | -19.3
CNCC(C)c1ccccc1 (stereo not given) | -0.3 | -5.7 | 13.5 | 0.6 | -13.5 | 0.8 | -6.9 | 83.6* | 59.4*
O=C(CNC(=O)OCc1ccccc1)NCC(=O)Nc1ccc(Br)cc1C(=O)c1ccccc1 | -25.3 | -4.0 | 5.5 | 1.2 | -6.0 | -0.9 | -14.5 | -0.2 | -6.3
O=C(c1cnn2c(C(F)(F)F)cc(-c3ccccc3)nc12)N1CCC2(CC1)OCCO2 | -16.6 | -3.1 | 9.4 | -0.8 | -8.3 | -1.0 | -2.4 | 6.5 | 1.4
COc1ccccc1-n1c(-c2ccoc2)nc2ccccc2c1=O | 0.5 | -1.7 | -5.5 | 0.3 | 7.0 | 0.1 | -0.1 | 2.3 | -11.9
CCOc1ccc(NC(=O)CCNC(=O)N2C[C@H]3C[C@@H](C2)c2cccc(=O)n2C3)cc1 | -6.9 | -3.1 | 6.9 | 0.2 | -12.0 | 1.2 | 8.9 | 2.9 | 2.8
O=C1CC(=O)N(Cc2ccccc2)C(=O)N1Cc1ccccc1 | x | -3.2 | 5.7 | x | -11.1 | x | x | 1.2 | -14.5
O=C1CN(O)C(c2ccccc2)=c2cc(Br)ccc2=N1 | -6.7 | -2.4 | 6.8 | 0.2 | -4.5 | 0.4 | -3.1 | 7.3 | -20.2
COc1ccc2c(c1OC)C(=O)OC2c1c(O)n(Cc2ccc(F)cc2)c(=O)[nH]c1=O (stereo not given) | -4.6 | -4.8 | 5.2 | 0.1 | -3.5 | 1.1 | -6.3 | 5.0 | -11.4
CC(C)N=C(NC(C)C)N1CC1 | x | -7.2 | -5.9 | x | 1.6 | x | x | 0.4 | -8.6
Cc1cc(OCc2cc(C(=O)O)oc2C)c2c3c(c(=O)oc2c1)CCCC3 | 5.3 | -4.3 | 7.4 | 0.5 | -3.2 | -0.3 | -1.0 | 10.7 | -6.8
COC(=O)CC1(CC(=O)OC)C(=O)N(c2ccccc2)C(=O)N(c2ccccc2)C1=O | -11.9 | 3.6 | 17.3 | 1.0 | -17.1 | -0.5 | -4.7 | 4.4 | 2.4
